# 15-hLO-2 inh – inhibitors of human 15-lipoxygenase 2 (ALOX15B). O15296. purified 15hLO-2, xylenol orange hydroperoxide absorbance. Potency, µM (top dose mostly 57.1 µM), inactives show top-dose activity change, negative = inhibition, usual class: inhibitors. actives 0.56% (n = 110,000); also: potency is read from the fitted curve at half-maximal effect; nearly all actives have a fitted effect of over 60% in size; many of its hits are not listed in these tables
#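 Read-out: hydroperoxide product oxidises ferrous iron, measured as xylenol orange complex via the 573-to-405 nm absorbance ratio after 30 min. Reaction: 50 nM enzyme, 15 min compound preincubation, 45 uM arachidonic acid, 90 min RT, Hepes pH 7.5 with Triton X-100.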
# ALOX12 inhib – 12-hLO (ALOX12) enzyme inhibition | AID 1452 | Potency, µM (titrated, usually from 57.1 µM), for inactives: at the top dose activity change, negative = inhibition, usual class: inhibitors | P18054 | purified 12-hLO, xylenol orange hydroperoxide absorbance | actives 0.12% (n = 150,000); also: potency is read from the fitted curve at half-maximal effect; nearly all actives have a fitted effect of over 55% in size; many of its hits are not listed in these tables
# Target sequence (P18054 whole entry, looked up): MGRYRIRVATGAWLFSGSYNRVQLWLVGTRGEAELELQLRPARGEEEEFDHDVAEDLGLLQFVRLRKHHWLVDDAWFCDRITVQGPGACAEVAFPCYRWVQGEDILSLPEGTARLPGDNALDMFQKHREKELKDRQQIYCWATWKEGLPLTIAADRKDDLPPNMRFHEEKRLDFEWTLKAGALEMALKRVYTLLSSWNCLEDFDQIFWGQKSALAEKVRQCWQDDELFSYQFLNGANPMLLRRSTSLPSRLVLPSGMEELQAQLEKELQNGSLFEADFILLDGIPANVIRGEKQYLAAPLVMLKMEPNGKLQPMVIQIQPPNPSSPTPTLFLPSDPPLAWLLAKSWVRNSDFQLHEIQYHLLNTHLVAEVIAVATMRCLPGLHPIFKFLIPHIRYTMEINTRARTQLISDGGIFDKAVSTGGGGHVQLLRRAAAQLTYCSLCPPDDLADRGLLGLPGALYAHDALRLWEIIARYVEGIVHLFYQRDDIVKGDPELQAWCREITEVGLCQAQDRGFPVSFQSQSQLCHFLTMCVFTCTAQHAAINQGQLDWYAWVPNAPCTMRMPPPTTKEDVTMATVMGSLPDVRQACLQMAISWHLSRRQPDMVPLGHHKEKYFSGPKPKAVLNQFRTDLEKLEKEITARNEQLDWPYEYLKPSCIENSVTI
#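 150 nM 12hLO, 25 mM Hepes pH 7.0 + 0.01% Triton X-100; cpd preinc 15 min RT; 40 uM arachidonic acid, 30 min RT; Fe-XO 30 min; A573/A405 ratio as read-out.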
# PNC inhibitor – inhibitors of perinucleolar compartment assembly | PC3M PTB-GFP, PNC prevalence imaging, 16 h; stronger effect = lower value | activity change (PNC), negative = inhibition, % at 10 µM | actives 3.1% (n = 140,000);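 active = readout at or below -70, meaning at least 70% loss of cells showing the perinucleolar compartment, a nuclear body marking cancer cells; inconclusive = readout between -30 and a set limit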;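 also: plate controls were DMSO wells for no effect and camptothecin positive control wells for full effect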
#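 PC3M cells stably expressing PTB-GFP, 750–1000 cells/well, treated 16 h at 37 °C with compound (23 nl of library stock), in duplicate. After paraformaldehyde fixation and Hoechst stain, imaged at 20x; PNC prevalence scored by image analysis.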
# IMPase cell inh – IMPase inhibition in cells | CHO-M1 cells, IP1 accumulation, HTRF TR-FRET ratio | 120,000 tested, under 10 active | inhibition (IP1 accumulation), % at 46.1 µM | AID 901 | P97697; active = well fitted curve in the direction sought with a large enough effect in the signal ratio, not every such curve was filed as active; inconclusive = small, poorly fitted or top-dose-only effect, or a change in a side signal; inactive = no such curve, though single readings can be large or run the other way; the % refers to the signal ratio;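 also: cells stimulated with carbachol in lithium chloride buffer; plate controls were DMSO basal wells for no effect and reference inhibitor wells for full effect; higher means more IMPase inhibition seen as more IP1 and lower FRET ratio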
# Target sequence (P97697 whole entry, looked up): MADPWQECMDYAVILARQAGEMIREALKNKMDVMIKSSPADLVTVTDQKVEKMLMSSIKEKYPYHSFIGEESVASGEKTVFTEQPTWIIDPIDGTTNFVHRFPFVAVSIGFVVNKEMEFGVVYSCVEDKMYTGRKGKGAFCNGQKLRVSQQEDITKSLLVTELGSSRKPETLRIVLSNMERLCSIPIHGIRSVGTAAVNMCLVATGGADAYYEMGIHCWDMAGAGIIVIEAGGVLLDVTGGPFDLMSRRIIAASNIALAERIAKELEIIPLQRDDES
#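 In this qHTS, compounds (final up to 46 uM) act on CHO-M1 cells that are then activated through the M1 receptor with carbachol, in pH 7.4 buffer containing 50 mM LiCl, for 30 min. IP1 accumulation is quantified by the IP-One immunoassay.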
# * hit, by the source's call; ? = inconclusive; . = no result given; [ ] = another dose, or the depositor's remark. Unless noted, calls follow the shape of the dose curve; as a rule, active = well fitted curve in the direction sought with a large enough effect; inconclusive = small, poorly fitted or top-dose-only effect, or another doubt; inactive = no such curve, though single readings can be large; an effect the other way counts as inactive or inconclusive. Unless noted, % is scaled to controls: 0 for no effect and ±100 for the full control effect.
SMILES,15-hLO-2 inh,ALOX12 inhib,PNC inhibitor,IMPase cell inh
CCOCC(=O)Nc1ccc(-c2cn3cccnc3n2)cc1,3%,-4%,16,?
O=[N+]([O-])c1ccccc1/C=N/n1c(COc2ccccc2)n[nH]c1=S,?,-21%,-2,2
COc1ccc(N(CC(=O)NCc2cccs2)S(=O)(=O)c2cccnc2)cc1,-3%,-1%,16,0
CC(=O)Nc1ccc(C(=O)OC2CCOC2=O)cc1 (stereo not given),-1%,7%,-13,-7
COc1ccc(CN2C(=O)CN=C2Nc2cc(C)ccc2C)cc1,-2%,2%,14,9
CCCCOC(=O)Cn1c(=O)c2c(nc3n2CCCCN3c2ccc(C)cc2)n(C)c1=O,-8%,-17%,-127*,-11
COc1ccccc1C1NC(=O)NC(C)=C1C(=O)OC1CCCCC1 (stereo not given),.,3%,25,-7
CS(=O)(=O)N(CCc1ccccc1)CC(N)=O,-1%,5%,-29,-7
COc1ccc(OC)c(NC(=O)c2ccc(S(=O)(=O)N3CCN(C)CC3)cc2)c1,8%,0%,?,9
CCN(CC)C(=O)N1CCN(C(=O)c2ccc(C)cn2)CC1,-4%,-7%,-9,?
O=C(N/N=C/c1cc(Br)ccc1O)Nc1ccccc1,.,3%,-17,.
CC1Oc2ccccc2N(CC(=O)Nc2ccc3c(c2)OCCO3)C1=O (stereo not given),-5%,-1%,-18,0
Cc1ccc(S(=O)(=O)NNC(=O)C(O)(c2ccccc2)c2ccccc2)cc1,.,-4%,36,.
CCOc1ccc(Br)cc1C1C(C(=O)OC)=C(N)Oc2cc(N(C)C)ccc21 (stereo not given),7%,-3%,17,3
CSc1nnc(C)c(=O)n1COC(=O)COc1ccccc1,.,-2%,4,.
COc1ccc(-n2c(Cc3ccccc3)nnc2SCC(=O)N2CCCc3ccccc32)cc1,.,2%,-100*,-1
Cc1ccc(C(=O)CCC(=O)Nc2ccc(Cl)c(S(=O)(=O)Nc3cccc(Cl)c3)c2)cc1,.,0%,?,.
Cc1sc2ncn(CC(=O)NCCN3CCOCC3)c(=O)c2c1S(=O)(=O)N1CCC(C)CC1,2%,6%,-24,2
Cc1ccc(C(=O)N/N=C\c2ccc(OC(=O)c3cccs3)cc2)cn1,.,-3%,-4,-3
O=C(COc1c(Cl)cc(Cl)cc1Cl)c1ccc(Cl)cc1,.,2%,32,.
COC(=O)c1cc(NC(=O)Cc2ccc(OC)c(OC)c2)cc(C(=O)OC)c1,-4%,-3%,-12,-6
CCOC(=O)c1ccccc1NC(=O)c1ccc(N(C)S(C)(=O)=O)cc1,-1%,-13%,?,0
Cc1ccc(N/N=C/c2ccc(N3CCOCC3)cc2)cc1C,?,-13%,65,1
Cn1cc([N+](=O)[O-])c(C(=O)NCc2cc3cc(Cl)ccc3[nH]2)n1,.,1%,?,.
CCCCNc1nc2ccccc2nc1NS(=O)(=O)c1cccs1,-10%,-4%,-22,-1

# The results go on:
SMILES,15-hLO-2 inh,ALOX12 inhib,PNC inhibitor,IMPase cell inh
CC1CCc2c(C(=O)Nc3nccs3)csc2C1 (stereo not given),25%,-14%,10,2
CCCc1ccc(OCc2nc(-c3ccc(NC(=O)c4ccco4)cc3)no2)cc1,?,-2%,-23,1
O=C(CCCSc1nnc(SCCCC(=O)c2ccc(F)cc2)s1)c1ccc(F)cc1,-4%,3%,?,2
CCCCCOC(=O)Nc1ccc(S(=O)(=O)Nc2cccc([N+](=O)[O-])c2)cc1,.,-2%,8,.
CCN1C(=O)c2n[nH]c(C(=O)OC)c2C1=O,6%,-4%,?,3
Cc1cc(C(=O)O)ccc1[C@H](N)C(=O)O,9%,-4%,.,2
Cc1ccc(Sc2nc([N+](=O)[O-])nn2C)cc1,.,-6%,?,-3
O=C1CCCC(=O)C1=C1SCCS1,.,0%,62,.
COc1ccc(-c2cc(C(=O)N3CCN(c4ccccc4)CC3)no2)cc1OC,4%,-8%,34,3
COCCOC(=O)c1[nH]c2c(c1C)C(=O)CC(c1ccccc1)C2 (stereo not given),.,0%,-100*,-7
O=C(CC12CC3CC(CC(C3)C1)C2)Nc1cccc2ncccc12,10%,0%,?,1
CCOC(=O)CSc1nnc(Cc2ccccc2)n1-c1cccc(Cl)c1,-14%,-2%,42,-1
O=C1CCC(=O)N1CNc1ccc(Oc2ccccc2)cc1,-13%,-3%,-26,0
CCOC(=O)Nc1ccc(Oc2ccccc2)cc1,-1%,-5%,?,0
O=C(CSc1nnnn1-c1ccc2c(c1)OCCO2)c1cccc2c1OCCO2,-13%,-9%,21,3
COC(=O)CSc1nnc(CNC(=O)c2ccco2)n1-c1ccc(F)cc1,-2%,-6%,?,?
CC(=O)c1c(C)[nH]c(C(=O)OCc2nnc(-c3ccccc3)o2)c1C,-3%,-4%,-10,3
CCN(CC)CCCNc1nc2ccccc2[nH]1,50%[activator],14%,-22,1
CCOC(=O)c1ccc(NC(=O)c2nccnc2C(=O)O)cc1,-8%,5%,21,0
CCCCCNC(=O)CCc1ccccc1,.,3%,-23,-6[0.0738 µM]
COc1cc(OC)cc(-c2cc3nc(C)c(CCC(=O)Nc4nc(C)cs4)c(C)n3n2)c1,.,0%,69,.
NC(=O)Cn1c(=O)n(CCCC(=O)NC2CCN(Cc3ccccc3)CC2)c(=O)c2ccccc21,4%,3%,32,-5
CCn1nnnc1SCC(=O)Nc1ccc(OC)cc1,.,1%,-100*,-13
COc1ccc(C=O)cc1COc1ccc(Cl)cc1[N+](=O)[O-],5%,2%,57,0
NC(=O)C[C@@H]1NC(=O)c2cc([N+](=O)[O-])cc(F)c2NCCCC[C@@H](C(N)=O)NC(=O)[C@H](CO)NC1=O,.,5%,3,.

# Another view of 3 compounds above.
# Results follow in this order: 15-hLO-2 inh	ALOX12 inhib	PNC inhibitor	IMPase cell inh
> O=C1CCC(=O)N1CNc1ccc(Oc2ccccc2)cc1
 : -13%	-3%	-26	0
> CCOC(=O)Nc1ccc(Oc2ccccc2)cc1
 : -1%	-5%	?	0
> O=C(CSc1nnnn1-c1ccc2c(c1)OCCO2)c1cccc2c1OCCO2
 : -13%	-9%	21	3

# The listing continues:
SMILES,15-hLO-2 inh,ALOX12 inhib,PNC inhibitor,IMPase cell inh
Cc1ccc(O)c(C(=O)c2cc(C#N)c(=O)n(CC3CCCO3)c2)c1 (stereo not given),-4%,-6%,-9,8
CC(C)NC(=O)C1CC=CCC1C(=O)O (stereo not given),.,-1%,?,.
S=c1[nH]nc(-c2ccccc2)n1CC1CCCO1 (stereo not given),13%,1%,-8,-2
COC(=O)c1cc(OC)c(OC)cc1NC(=O)C(C)c1ccc([N+](=O)[O-])cc1 (stereo not given),.,2%,-13,-7
CCCc1cc2c(=O)n(NC(=O)c3nn(C)cc3[N+](=O)[O-])c(C)nc2s1,.,-1%,27,.
COc1ccc(OCCn2nnc(-c3ccc(Cl)cc3)n2)cc1,.,3%,-8,2
Cc1ccc(S(=O)(=O)c2nc(S(C)(=O)=O)sc2N(C)C)cc1,-3%,3%,?,0
O=C(COC(=O)c1ccccc1NC(=O)c1ccco1)NC1CCCCC1,3%,-3%,3,-8
CN(C)c1nc(SCCOC(=O)c2ccccc2)nc(N(C)C)n1,7%[2.29 µM],6%,-28,7
O=C(Nc1ccccc1C(=O)N/N=C/c1ccco1)c1ccccc1,.,-2%,7,.
O=C(c1ccco1)N1CCN(C(=O)c2cc3c(s2)-c2ccccc2OC3)CC1,.,-6%,19,-22
Cc1cccc(N2CCN(C(=O)Cn3c(=O)[nH]c4ccsc4c3=O)CC2C)c1 (stereo not given),-5%,3%,-19,6
COc1ccc(S(=O)(=O)Nc2cc(C)ccn2)cc1,-2%,0%,-3,-4
C#CCN(C#N)c1nc(NCC)nc(NC(C)C)n1,-5%,-3%,?,9
Brc1ccccc1-c1nnc(CSc2nncn2-c2ccccc2)o1,-8%,7%,?,-2
CC1CCc2sc3ncnc(N4CCOCC4)c3c2C1 (stereo not given),2%,-2%,7,18
O=C(O)CCN1CCc2ccccc21,-12%,-10%,-25,3
CC(C)[C@H](NS(=O)(=O)c1ccc2c(c1)OCCO2)C(=O)OCC(=O)Nc1ccccc1Cl,.,-2%,-26,.
CC(C)c1nnc(NC(=O)Cn2nc(-c3ccc4c(c3)OCCO4)ccc2=O)s1,-12%,-1%,37,-7
CC(C)OC(=O)CSc1nnc(-c2ccccc2)n1N,-4%,-2%,27,0
Cc1ccc(C)c(NC(=O)c2ccc(S(=O)(=O)C(F)F)cc2)c1,.,0%,-6,9
O=S(=O)(Nc1ccc2c(c1)nc1n2CCOC1)c1ccc(Cl)cc1,27%,-10%,4,3
COc1ccc(NC(=O)C(C)NS(=O)(=O)c2ccccc2)cc1Cl (stereo not given),-2%,-3%,44,9
COC(=O)C1=C(C)N(c2cccc3ccccc23)C(=O)C1,-9%,-2%,-28,8
CNCc1ccc(OCc2ccccc2)c(OC)c1,23%,11%,-10,6

# For reference, some entries already given:
SMILES,15-hLO-2 inh,ALOX12 inhib,PNC inhibitor,IMPase cell inh
CCCc1cc2c(=O)n(NC(=O)c3nn(C)cc3[N+](=O)[O-])c(C)nc2s1,.,-1%,27,.
COc1ccc(OCCn2nnc(-c3ccc(Cl)cc3)n2)cc1,.,3%,-8,2
Cc1ccc(S(=O)(=O)c2nc(S(C)(=O)=O)sc2N(C)C)cc1,-3%,3%,?,0

# Going on with the list.
SMILES,15-hLO-2 inh,ALOX12 inhib,PNC inhibitor,IMPase cell inh
C/C(=N/NC(=O)c1cccs1)c1ccco1,.,-1%,6,.
COCCn1cc(C(=O)c2ccccc2OCC(=O)Nc2cc(C)on2)cc(C#N)c1=O,5%[2.29 µM],3%,?,-1
CCC(=O)NC1(C(F)(F)F)C(=O)Nc2c1c(=O)n(C)c(=O)n2C (stereo not given),-2%,4%,?,6
N#Cc1nc(COc2ccccc2)oc1N1CCCC1,-4%,-1%,-13,2
O=C(N/N=C/c1ccc(OCC(=O)N2CCCCC2)cc1)c1ccccc1O,.,-4%,-9,10
CC1=C(C(=O)OC(C)C)C(c2ccc(N(C)C)cc2)C2=C(CC(C)(C)CC2=O)N1 (stereo not given),-11%,-3%,-8,4
Brc1ccccc1OCCCN1CCOCC1,.,-1%,-100*,8
CCCCNC(=O)CCC(=O)NNc1nc2ccccc2c2nc(-c3ccccc3)nn12,.,2%,18,.
Cc1ccc(NC(=O)CCC(=O)NNC(=O)COc2cccc3ccccc23)c(C)c1,?,4%,84,5
CCC(=O)Nc1nnc(-c2ccccn2)o1,.,2%,-3,-9
Cc1noc(C)c1S(=O)(=O)N1CCC(C(=O)NC2CCCc3ccccc32)CC1 (stereo not given),-6%,1%,12,1
CC(C)(C)C(=O)Nc1nc(=S)ss1,-18%,-2%,29,2
CCCS(=O)(=O)N1CCN(C(=O)c2cccnc2)CC1,4%,-4%,22,-5
N#Cc1c(-c2ccccc2)nc(SCc2nc(N)nc(N3CCCCC3)n2)[nH]c1=O,-5%,2%,-4,-15
CCOc1cc(-c2cc(-c3ccc(OC)cc3)nc(N)c2C#N)ccc1O,-16%,-10%,-4,6
O=C(NC(=S)Nc1ccc(CN2CCOCC2)cc1)c1ccccc1[N+](=O)[O-],.,-1%,94,8
Cc1ccccc1OCC(=O)NNC(=O)C1CCCCC1C(=O)O (stereo not given),.,-4%,?,.
Cc1ccc(CN2C(=O)C3CCCN3c3ccc(C#N)cc32)cc1 (stereo not given),?,?,17,?
CCOC(=O)C1=C(C)NC2=C(C(=O)C(C(=O)OCC)C(c3ccccc3OC)C2)C1c1ccccn1 (stereo not given),-11%,0%,20,4
O=c1nc(N2CCCC2)nc(Nc2ccccc2)[nH]1,-1%,-5%,37,3
O=c1cnn(-c2ccc(Cl)cc2Cl)c(-c2ccccc2)c1,1%,?,6,3
O=[N+]([O-])c1ccc(NC(=S)NCCc2ccccc2)cc1,.,-3%,-23,.
CCC(=O)Nn1cnc2c(c1=O)C1(CCCCC1)Cc1ccccc1-2,6%,-4%,-106*,-7

# Bioassay records: PubChem, National Center for Advancing Translational Sciences (NCATS)

# These rows are one share of the data. The share of hits here may be higher or lower than overall.
